Bioassay records as filed in PubChem.
TNAP inh pNP: human TNAP inhibition, p-nitrophenol detection; 21,000 tested, under 10 active; P05186; purified TNAP, pNPP hydrolysis, absorbance 405 nm; inhibition, % at 20 µM;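 further: 0% = DMSO only wells and 100% = 1 mM levamisole wells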
Target sequence (P05186 whole entry, looked up): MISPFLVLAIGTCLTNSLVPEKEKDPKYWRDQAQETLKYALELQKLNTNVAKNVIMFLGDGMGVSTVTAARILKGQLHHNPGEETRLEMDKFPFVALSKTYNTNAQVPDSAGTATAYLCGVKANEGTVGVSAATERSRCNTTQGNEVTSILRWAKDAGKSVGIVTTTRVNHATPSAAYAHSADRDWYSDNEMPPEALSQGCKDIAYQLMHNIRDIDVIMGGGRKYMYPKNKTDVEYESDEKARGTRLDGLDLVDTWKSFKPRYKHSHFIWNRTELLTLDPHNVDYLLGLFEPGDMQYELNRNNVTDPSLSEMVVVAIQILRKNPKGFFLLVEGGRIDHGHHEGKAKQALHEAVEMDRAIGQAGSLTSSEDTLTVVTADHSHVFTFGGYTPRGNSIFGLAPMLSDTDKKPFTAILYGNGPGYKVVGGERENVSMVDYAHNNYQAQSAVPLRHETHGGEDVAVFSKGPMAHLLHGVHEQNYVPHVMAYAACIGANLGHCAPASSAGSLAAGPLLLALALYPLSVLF
TNAP inh Pi: inhibitors of human tissue-nonspecific alkaline phosphatase. 21,000 tested, under 10 active. AID 614. purified TNAP, pNPP, malachite green phosphate absorbance. P05186. inhibition, % at 20 µM
* hit, by the source's call.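 How the source made its calls: active means inhibition above 50% at the 20 µM single-dose screen; inactive means the rest.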

SMILES	TNAP inh pNP	TNAP inh Pi
CC1(C)Cc2c(sc3nc(SCC(=O)NCc4ccco4)n(-c4ccccc4)c(=O)c23)CS1	-2	-4
Clc1ccc(Cn2ncc3c(NCc4ccco4)ncnc32)c(Cl)c1	-4	1
O=C(O)c1n[nH]c2c1CCCC2	-8	1
COc1ccc(Nc2nc(N3CCCCC3)nc(N3CCCCC3)n2)c(OC)c1	2	0
Cc1cc(NC(=O)CSC2=NCCS2)no1	5	-14
Nc1cc(C(=O)O)ccc1N1CCCCCC1	4	13
CCOC(=O)C1CCN(C(=O)COC(=O)CCOc2ccc(C)cc2)CC1	-3	13
CC(C)COC(=O)N1CCCC1C(=O)Nc1nccs1 (stereo not given)	6	-5
Cc1cc(N2CCCC2=O)cc(C)c1S(N)(=O)=O	0	0
N#Cc1ccc2ccn(CC(=O)NC3CCCCC3)c2c1	1	5
Cc1ccnc(N2CCC(C(=O)Nc3ccc4c(c3)OCO4)CC2)n1	2	16
N#CC(C(=O)O)=C1CCCC1	1	-20
O=C1C(=O)N(CCN2CCOCC2)C(c2ccccn2)/C1=C(/O)c1ccc(F)cc1 (stereo not given)	0	0
CCOC(=O)c1cnc(-n2nc(C)cc2C)nc1NC1CCCCC1	2	5
CCOC(=O)c1sc2nc(CSCC(=O)OCc3ccc(C(=O)OC)o3)[nH]c(=O)c2c1C	5	8
CN(C1CCCCC1)S(=O)(=O)c1ccc(NC(=O)C2CCCCC2C(=O)O)cc1 (stereo not given)	1	-5
Cc1cc(NC(=O)Cn2nc(C(F)(F)F)c3c2CCC3)no1	0	6
CCC(OC(=O)c1cccs1)C(=O)NC1CCCCC1 (stereo not given)	5	6
CN1C(=O)CC(N2CCN(c3ncccn3)CC2)C1=O (stereo not given)	2	7
COc1ccc(-c2ccc(SCC(=O)N3CCOCC3)nn2)cc1OC	8	12
COc1cc2c(cc1OC)-c1cc(NC3CCCC3)nc(=O)n1CC2	8	15
COCc1n[nH]c(=S)n1-c1cccc2ccccc12	8	10
CCCCC(=O)Nc1nnc(C)s1	0	0
C/C=C/c1ccc(OCCCNCC(C)O)c(OC)c1 (stereo not given)	8	8
COc1ccc(S(=O)(=O)Nc2ccc(S(=O)(=O)Nc3nc(C)cc(C)n3)cc2)cc1OC	7	12
CCN1CCN(c2nc3ccccc3nc2C(C#N)C(=O)OCc2ccccc2)CC1 (stereo not given)	4	11
CC(=O)c1ccc(NC(=O)CSCCO)cc1	0	-1
CC(=O)NCC1=C(NC(C)=O)C2CC1C(C)(C)C2C (stereo not given)	8	-64
C=CCN(C(=O)CCC(=O)Nc1cc(C)on1)C(C(=O)NC1CCCC1)c1cccnc1 (stereo not given)	5	8
COc1c(Br)cc(Br)cc1/C=N/n1c(C)nnc1C	7	-6

A section of the results above, as a working copy:
SMILES	TNAP inh pNP	TNAP inh Pi
O=C1C(=O)N(CCN2CCOCC2)C(c2ccccn2)/C1=C(/O)c1ccc(F)cc1 (stereo not given)	0	0
CCOC(=O)c1cnc(-n2nc(C)cc2C)nc1NC1CCCCC1	2	5
CCOC(=O)c1sc2nc(CSCC(=O)OCc3ccc(C(=O)OC)o3)[nH]c(=O)c2c1C	5	8
CN(C1CCCCC1)S(=O)(=O)c1ccc(NC(=O)C2CCCCC2C(=O)O)cc1 (stereo not given)	1	-5
Cc1cc(NC(=O)Cn2nc(C(F)(F)F)c3c2CCC3)no1	0	6
CCC(OC(=O)c1cccs1)C(=O)NC1CCCCC1 (stereo not given)	5	6
CN1C(=O)CC(N2CCN(c3ncccn3)CC2)C1=O (stereo not given)	2	7
COc1ccc(-c2ccc(SCC(=O)N3CCOCC3)nn2)cc1OC	8	12
COc1cc2c(cc1OC)-c1cc(NC3CCCC3)nc(=O)n1CC2	8	15
COCc1n[nH]c(=S)n1-c1cccc2ccccc12	8	10
CCCCC(=O)Nc1nnc(C)s1	0	0
C/C=C/c1ccc(OCCCNCC(C)O)c(OC)c1 (stereo not given)	8	8
COc1ccc(S(=O)(=O)Nc2ccc(S(=O)(=O)Nc3nc(C)cc(C)n3)cc2)cc1OC	7	12
CCN1CCN(c2nc3ccccc3nc2C(C#N)C(=O)OCc2ccccc2)CC1 (stereo not given)	4	11
CC(=O)c1ccc(NC(=O)CSCCO)cc1	0	-1
CC(=O)NCC1=C(NC(C)=O)C2CC1C(C)(C)C2C (stereo not given)	8	-64
C=CCN(C(=O)CCC(=O)Nc1cc(C)on1)C(C(=O)NC1CCCC1)c1cccnc1 (stereo not given)	5	8
COc1c(Br)cc(Br)cc1/C=N/n1c(C)nnc1C	7	-6

Following part:
SMILES	TNAP inh pNP	TNAP inh Pi
O=C(NCc1ccco1)c1cc2ccc(O)cc2oc1=O	-20	2
N#Cc1ccc(C23CC4CC(CC(C4)C2)C3)[nH]c1=O	9	14
CC(=O)c1cccc(NC(=O)C2CCCN(S(C)(=O)=O)C2)c1 (stereo not given)	-7	3
CCc1c(C)sc(NC(=O)OC)c1C(=O)N1CCOCC1	4	8
C=CCN1C(=O)CN=C1NCc1ccccc1	-2	10
COC(=O)CC1=C(C(=O)OC)C(c2cccc(OCC(N)=O)c2)C(C#N)=C(N)O1 (stereo not given)	8	11
O=C(NCc1ccco1)c1cc2sccc2n1Cc1ccc(F)cc1	7	10
COC(=O)c1cccc(NC(=O)c2ccc(S(=O)(=O)N3CCN(C)CC3)cc2)c1	3	8
COCCN(C(=O)CCC(=O)Nc1ccccn1)C(C(=O)NCCC(C)C)c1ccc(OC)cc1 (stereo not given)	-2	9
CCC(C)(C)n1nnnc1CN1CCN(c2nc3cc(OC)ccc3cc2C#N)CC1	8	11
CCCC(=O)Nc1cccc(NC(=O)c2ccc3c(c2)OCCO3)c1	4	10
CCC(C)[C@H](NC(=O)NCCCN1CCOCC1)C(=O)OC (stereo not given in full)	5	10
CS(=O)(=O)N(CC(=O)NC1CCCC1)c1ccc2c(c1)OCCO2	4	9
CCC(C)c1ccc(OCC(=O)O)cc1 (stereo not given)	1	2
C=CCn1c(=O)c2c(nc3n2CCS3)n(C)c1=O	5	-4
O=C(CCc1nc2ccccc2[nH]c1=O)OCC(=O)N1CCc2ccccc21	-6	5
O=C(O)CCC(NC(=O)OCc1ccccc1)C(=O)O (stereo not given)	2	12
Fc1ccc(N2CCN(C(c3cccs3)c3nnnn3C3CCCC3)CC2)cc1 (stereo not given)	3	12
Cc1nc(SCC(=O)Nc2ccc(C)c(F)c2)c2oc3ccccc3c2n1	4	10
Cc1ccnc(N2CCC(C(=O)Nc3nnc(C)s3)CC2)n1	4	7
O=C(NCc1cccnc1)/C(=N\O)c1ccccc1	2	3
Cc1cccc2cc(CN(CCCO)C(=O)Nc3cccc(Cl)c3)c(=O)[nH]c12	5	8
O=C(c1ccccc1-c1nc(-c2ccc(F)cc2)no1)N1CCCC1	7	3
C=CCc1cccc(CNc2nc3ccccc3n2CCC)c1O	0	9
CCOC(=O)C1=C(C)NC2=C(C(=O)C(C(=O)OC)C(C)C2)C1c1ccc(OC)c(O)c1 (stereo not given)	2	6
CCN1CCc2c(C#N)c(N3CCOCC3)nc(NCc3ccccc3)c2C1	3	-7
COc1ccc(-c2noc(CSc3nc(N)c(-c4ccccc4)c(=O)[nH]3)n2)cc1	4	21
Cc1ccccc1NC1=NC(C)(C)N=C(N)N1	6	11
Cn1ncc2c(N3CCOCC3)ncnc21	5	8
O=C(C1=C(O)C(=O)N(CCOCCO)C1c1cccs1)c1cccs1 (stereo not given)	5	-2
COc1ccc(Cc2c(O)nc(SC)n(C(C)=O)c2=O)cc1	3	-20
CC(C)(C)c1ccc(OCCn2ccccc2=O)cc1	5	10
O=C(NCc1ccccc1)NC1CC2CCC(C1)N2Cc1ccco1 (stereo not given)	6	12
COc1cc(S(=O)(=O)n2c(C)nc3ccccc32)ccc1F	7	16
O=C(Nc1ccc(Cl)cn1)c1cnn2cccnc12	0	6
COC(=O)c1ccc(COc2cccc(OC)c2)o1	7	5
Cc1ccc(N2C(=O)c3n[nH]c(C)c3C2c2ccccn2)cc1 (stereo not given)	2	6
CCC(C)(C)n1nnnc1C(c1cccs1)N1CCc2ccccc21 (stereo not given)	3	5
CCC(=O)Nc1cc(C(F)(F)F)ccc1N1CCOCC1	2	14
C[C@H](NC(=O)Nc1ccc2c(c1)OCCO2)C(=O)O	-3	4
CCSc1sccc1C1C(C#N)=C(N)N(c2cccnc2)C2=C1C(=O)CCC2 (stereo not given)	-1	13
CCOC(=O)CCc1c(C)c(C#N)c2nc3ccccc3n2c1-n1ccnc1C	0	0
O=C(O)CCC(=O)Nc1ccc(Br)cn1	4	4
Nc1nnc(CSc2ccc(Cl)cc2)s1	7	10
COC(=O)c1ccc(NC(=O)c2ccccc2NS(C)(=O)=O)cc1	3	7
Cc1cc(C(=O)COc2cccc(-n3cnnn3)c2)c(C)n1-c1ccccc1	-2	8
COc1cc(C2c3c(oc4ccccc4c3=O)C(=O)N2Cc2ccncc2)ccc1O (stereo not given)	2	-16
CCCOC(=O)CSc1nnc(-c2ccc(Cl)cc2Cl)o1	4	9
Cc1cc(C(=O)N2CCN(c3ncccn3)CC2)c2cc(F)ccc2n1	0	8
CCOc1ccc(S(=O)(=O)NCCC(=O)NC2=NCCS2)cc1	2	13
O=C1C2CC=CCC2C(=O)N1CC(=O)N(Cc1ccccc1)C1CCS(=O)(=O)C1 (stereo not given)	3	17
CC(C)C(=O)Nc1ccc(NC(=O)c2ccccc2Cl)nc1	2	7
O=C(Cn1cnc2c(cnn2-c2ccccc2)c1=O)N1CCCc2ccccc21	-2	3
O=C(Oc1oc(-c2ccco2)nc1C=Nc1ccccc1)c1ccco1	13	0
O=C(NCC1CCCO1)C1CCCN(c2ncccn2)C1 (stereo not given)	6	2
CC1CCCCC1NC(=O)CSc1nnc(N)s1 (stereo not given)	0	0
CC(=O)C1=C(C)NC(SCC(=O)c2ccccc2)=C(C#N)C1c1ccco1 (stereo not given)	-1	15
O=C(Nc1ccc(F)cc1)N(Cc1nnc2n1CCCCC2)c1ccccc1	6	7
Clc1cccc(-c2nn3c(COc4ccccc4)nnc3s2)c1	3	8
CC1(C)C/C(=N\O)c2cc3c(nc2C1)CCCC3	5	7

The list continues:
SMILES	TNAP inh pNP	TNAP inh Pi
COc1cc(C2C(C(=O)c3ccc(C)o3)=C(O)C(=O)N2c2cc(C)on2)cc(OC)c1OC (stereo not given)	-8	7
Cc1cc(C)c(NC(=O)CCCN2CCOCC2)c(C)c1	4	-7
COc1ccc2[nH]c(=O)c(CN(C(=O)c3ccccn3)C3CCCCC3)cc2c1	-1	6
CCS(=O)(=O)NCCCCc1ccccc1	1	8
c1ccc(-c2nnc(CSc3nnc(-c4cccs4)o3)o2)cc1	-4	2
CSc1ccc(S(=O)(=O)Nc2ccc(N3CCOCC3)c(Cl)c2)cc1	3	15
Cc1cc(C)c(C2C(C#N)=C(N)Oc3n[nH]c(C)c32)cc1CN1CCCC1 (stereo not given)	0	5
CCNc1nc(OCCNS(=O)(=O)c2cc(C)ccc2C)nc(N(C)C)n1	0	7
Cc1ccc(-c2noc(-c3ccccc3C(=O)N3CCN(C)CC3)n2)cc1	4	12
CCOC(=O)c1ccc(NC(=O)c2cccc(S(=O)(=O)N3CCOCC3)c2)cc1	-7	0
CC1(C)CC(CC(=O)Nc2ccccn2)C(=O)O1 (stereo not given)	7	2
O=C(Nc1ncccn1)c1cccs1	3	-14
O=C(Nc1ccc2nn(-c3ccccc3)nc2c1)c1cccnc1	0	0
CC(=NCc1ccc2c(c1)OCO2)C1=C(O)c2ccccc2C1=O	1	13
Cc1ccnc(SCCn2c(Br)nc3c2c(=O)[nH]c(=O)n3C)n1	3	7
CC1CN(c2nc3ccccc3nc2C(C#N)C(=O)NC2CCCCC2)CC(C)O1 (stereo not given)	3	5
Cc1ccc(C)c(C(=O)CSc2nnnn2-c2cccnc2)c1	4	7
CN(C)c1nc2ccccc2c(N)c1-c1ccccc1	-2	0
COC(=O)c1[nH]c2ccccc2c1NC(=O)CN1CCCCCC1	-3	4
Cc1cc(SCC(=O)N2CCCC2)nc2ccccc12	4	9
COC(=O)c1ccc(C2NC(C(=O)O)CS2)cc1 (stereo not given)	1	4
CC(=O)NC12CC3CC(C1)CC(C(=O)OCC(=O)Nc1ncc(Cl)cc1Cl)(C3)C2	8	18
Cc1cc(C)n2nc(SCC(=O)c3cc(C)n(-c4cc(C)on4)c3C)nc2n1	-3	-6
COc1ccc(C(=O)c2no[n+]([O-])c2C(=O)c2ccc(OC)cc2)cc1	7	16
Cc1ccc(S(=O)(=O)NCCOCCNS(=O)(=O)c2ccc(C)cc2)cc1	5	12
N#Cc1nc(Cc2cccc3ccccc23)oc1NCc1ccc(F)cc1	2	12
N#Cc1nc(-c2cccs2)oc1NCc1ccc2c(c1)OCO2	0	0
Cc1cccnc1NC(=O)c1c(O)c2cccc3c2n(c1=O)CCC3	0	6
COc1ccc2nc(NC(=O)CSc3nnc4n3C(C)(C)Cc3ccccc3-4)sc2c1	8	14
CCC1(C)Cc2ccccc2-c2nc(NCCO)n(-c3ccccc3)c(=O)c21 (stereo not given)	7	13
Clc1ccc(OCc2nn3c(-c4ccco4)nnc3s2)c(Cl)c1	-4	6
COC(=O)c1cc2c(=O)n3cccc(C)c3nc2n(Cc2cccnc2)c1=N	-1	3
O=C1CN(C(=O)CC2c3ccccc3-c3ccccc32)CC(=O)N1	6	13
CCCCCCn1c(NCC)nc2c1c(=O)n(C)c(=O)n2C	5	7
[O-][N+]1=c2ccc(Nc3ccccc3)cc2=NC12CCCCC2	-2	-9
COc1ccc(OC)c(NC(=O)C2C3CCC(C3=C(C)C)C2C(=O)O)c1 (stereo not given)	-5	1
Cc1cnc(NC(=O)CSc2nnc(Cc3ccccc3)o2)s1	-41	-53
COCCNC(=O)c1ccc(NS(C)(=O)=O)cc1	6	1
CC(CN1CCCCC1)OC(=O)c1ccc(Cl)cc1 (stereo not given)	4	11
O=C(NCc1ccco1)c1cc2nc(-c3ccc4c(c3)OCO4)cc(C(F)(F)F)n2n1	2	7
O=C(CCC1CCCCC1)N1CCN(Cc2ccc3c(c2)OCO3)CC1	-16	-5
CC(C)(C)n1nnnc1C(c1cc2cc3c(cc2[nH]c1=O)OCO3)N1CCN(c2ccccc2)CC1 (stereo not given)	4	13

Only part of the results is shown; the hit share may differ from the screen's.
